AMA1 RON2 block = qHTS for Inhibitors of AMA1-RON; Towards Development of Antimalarial Drug Lead: Primary Screen. AlphaScreen AMA1-biotinylated RON2 peptide binding. Potency, µM (highest dose often 58.2 µM), inactives show at the top dose activity change, negative = inhibition, most hits filed as inhibitors. hit rate 0.2% among 360,000. AID 720542, 2013;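 also: potency is read from the fitted curve at half-maximal effect; 0% = vehicle wells and -100% = peptide control; nearly all actives have a fitted effect of over 45% in size; some results filed as inactive show a strong effect at the top dose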
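AMA1 (3D7) with his tag at 25 nM final met compounds first, then biotinylated RON2 peptide at 25 nM; detection used donor plus acceptor beads, 10 µg/mL apiece, read by AlphaScreen after 30 min at room temperature.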
LmPK inhibitor = qHTS Assay for Inhibitors of Leishmania Mexicana Pyruvate Kinase (LmPK); purified LmPK, Kinase-Glo ATP luminescence, 1 h; Potency, µM (doses to about 57.5 µM), for the others: at the highest dose activity change, negative = inhibition, most hits filed as inhibitors; hit rate 0.37% among 290,000; AID 1721, 2009; also: potency is read from the fitted curve at half-maximal effect
Target sequence (Q27686 whole entry, looked up): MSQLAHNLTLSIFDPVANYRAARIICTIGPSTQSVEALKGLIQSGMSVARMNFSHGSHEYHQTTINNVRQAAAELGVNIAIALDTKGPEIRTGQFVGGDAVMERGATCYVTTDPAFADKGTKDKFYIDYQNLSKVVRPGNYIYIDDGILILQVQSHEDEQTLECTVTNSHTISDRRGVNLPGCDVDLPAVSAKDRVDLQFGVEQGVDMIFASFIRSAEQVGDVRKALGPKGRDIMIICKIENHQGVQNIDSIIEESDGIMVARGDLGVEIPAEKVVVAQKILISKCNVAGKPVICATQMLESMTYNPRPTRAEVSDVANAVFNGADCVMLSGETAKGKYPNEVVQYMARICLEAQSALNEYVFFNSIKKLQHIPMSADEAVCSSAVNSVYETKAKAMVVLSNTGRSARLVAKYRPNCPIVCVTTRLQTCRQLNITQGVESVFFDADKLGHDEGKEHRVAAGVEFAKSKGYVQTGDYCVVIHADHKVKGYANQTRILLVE
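ATP generated from ADP (0.1 mM) and PEP (0.5 mM) by 0.1 nM LmPK over 1 h at room temperature (pH 7.2 imidazole buffer) was detected by coupled luciferase luminescence. Values were normalized to uninhibited and no-enzyme wells.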
Sm TGR inh = qHTS Assay for the Inhibitors of Schistosoma Mansoni Peroxiredoxins; Potency, µM (top dose mostly 114 µM), for the others: top-dose activity change, negative = inhibition, actives largely listed as inhibitors; hit rate 3% among 360,000; purified TGR, DTNB reduction, TNB absorbance 405 nm; AID 485364, 2010; also: potency is read from the fitted curve at half-maximal effect; nearly all actives have a fitted effect of over 60% in size
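TGR 20 nM + NADPH 100 uM (dispensed conc.), cpd preinc 15 min RT; start with NADPH (500 uM addition) then DTNB (15 mM addition). Kinetic TNB absorbance, 405 nm filter. Four-parameter Hill fit across titration.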
HCMV antiviral = qHTS Assay for inhibitors of the human cytomegalovirus (HCMV); HFF cells, HCMV-luciferase reporter, 72 h; active compounds read low; activity change, negative = inhibition, % at 57.5 µM; hit rate 4.5% among 410,000; in the data active = activity change below about -60%; inconclusive = no clear call, values can overlap the other calls; inactive = above about -39%
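Two-dose cell screen: HFF monolayers treated with compounds and infected with luciferase-expressing HCMV at 1 PFU/cell, 72 h at 37C, then lysed for luciferase measurement.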
AmpC inh no detg = qHTS Inhibitors of AmpC Beta-Lactamase (assay without detergent); P00811; AmpC nitrocefin hydrolysis, absorbance 480 nm, 0.0001% Triton; Potency, µM (doses to about 57.1 µM), for the others: top-dose activity change, negative = inhibition, actives largely listed as inhibitors; hit rate 0.52% among 330,000;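 also: potency is read from the fitted curve at half-maximal effect; plate controls were no compound for no effect and no enzyme for full effect; nearly all actives have a fitted effect of over 20% in size; some results filed as inactive show a strong effect at the top dose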
Target sequence (P00811 whole entry, looked up): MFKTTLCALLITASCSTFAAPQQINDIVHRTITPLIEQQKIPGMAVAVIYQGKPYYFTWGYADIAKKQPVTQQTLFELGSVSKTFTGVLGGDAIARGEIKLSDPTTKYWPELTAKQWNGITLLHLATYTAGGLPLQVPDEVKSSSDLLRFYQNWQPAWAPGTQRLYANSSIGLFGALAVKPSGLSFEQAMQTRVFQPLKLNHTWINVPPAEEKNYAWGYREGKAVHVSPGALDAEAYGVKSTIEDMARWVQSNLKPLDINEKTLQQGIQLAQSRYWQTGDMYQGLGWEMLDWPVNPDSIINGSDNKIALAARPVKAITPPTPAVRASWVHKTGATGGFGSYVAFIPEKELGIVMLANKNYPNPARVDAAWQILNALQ
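AmpC (5.3 nM in the dispensed reagent) in 20 mM phosphate pH 7.0 with 0.01% (detergent screen) or 0.0001% Triton X-100 was preincubated with compounds for 15 min at room temperature. Nitrocefin was then added from an 800 uM solution, and hydrolysis was followed at 480 nm.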
AmpC inh detg = qHTS Inhibitors of AmpC Beta-Lactamase (assay with detergent); AmpC hydrolysis of nitrocefin, absorbance 480 nm, 0.01% Triton; Potency, µM (titrated, usually from 114 µM), for inactives: top-dose activity change, negative = inhibition, most hits filed as inhibitors; hit rate 0.041% among 370,000; AID 485294, 2010;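 also: potency is read from the fitted curve at half-maximal effect; 0% = no-compound wells and -100% = no-enzyme wells; nearly all actives have a fitted effect of over 25% in size; some results filed as inactive show a strong effect at the top dose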
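AmpC (5.3 nM in the dispensed reagent) in 20 mM phosphate pH 7.0 with 0.01% (detergent screen) or 0.0001% Triton X-100 was preincubated with compounds for 15 min at room temperature. Nitrocefin was then added from an 800 uM solution, and hydrolysis was followed at 480 nm.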
TbPYK inhibitor = qHTS of Trypanosoma Brucei Inhibitors | pyruvate kinase (Trypanosoma brucei), Q57TT1 | TbPYK enzyme, Kinase-Glo Plus ATP luminescence, 45 min | Potency, µM (series often up to 76.8 µM), inactives show top-dose activity, negative = inhibition, usual class: inhibitors | hit rate 0.12% among 410,000; also: potency is read from the fitted curve at half-maximal effect; nearly all actives have a fitted effect of over 50% in size
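Readout: single end-point luminescence (Kinase-Glo Plus, 10 min). Reaction conditions were TbPYK/substrate plus 130 uM ADP, 45 min at RT, pH 7.2 TEA buffer. No-enzyme wells served as controls, and data were normalized before concentration-response fitting.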
Numbers without * were called inactive; ? = inconclusive; . = no result given; [ ] = remark or other dose. Unless noted, calls follow the shape of the dose curve; as a rule, active = well fitted curve in the direction sought with a large enough effect; inconclusive = small, poorly fitted or top-dose-only effect, or another doubt; inactive = no such curve, though single readings can be large; an effect the other way counts as inactive or inconclusive. Unless noted, % is scaled to controls: 0 for no effect and ±100 for the full control effect. Not a hit list. About 7.4% of those tested had a hit in this group.

SMILES | AMA1 RON2 block | LmPK inhibitor | Sm TGR inh | HCMV antiviral | AmpC inh no detg | AmpC inh detg | TbPYK inhibitor
CC(=O)Nc1cccc(Nc2nc(-c3ccccc3)nc3ccccc23)c1 | -15% | -5% | -22% | 42 | -22% | 5% | -5%
Cc1ccc([N+](=O)[O-])cc1N | 7% | 5% | -1% | 39 | 3% | 5% | -11%
CCC(=O)N1CCN(c2ccc(NC(=O)COc3ccc(CC)cc3)cc2)CC1 | 0% | -5% | 2% | -25 | 127%[activator] | -10% | 1%
Cc1c(C#N)c(N)nc(Cl)c1C#N | -6% | 2% | 35µM* | -11 | 3% | 1% | 3%
Cc1ccc2nc(NC(=O)CCCc3nc4ccccc4s3)sc2c1 | -10% | 8% | -31% | 26 | -5% | -4% | -14%
Cc1ccc(OCC(=O)N2CCCCC2)c(Br)c1 | 8% | 2% | -1% | 179 | -31% | -15% | 4%
CCOC(=O)[C@]12CCCC=C1N(Cc1ccc(Cl)cc1Cl)C(=O)[C@H](CC(=O)NCCCOC)C2 | 56%[activator] | . | . | -16 | . | . | 11%
CN1CCC(NC(=O)Nc2ccc(Br)cc2)CC1 | 1% | 2% | 1% | -20 | -15% | -2% | -2%
Cc1nn(C)cc1C(C)Nc1nc2nonc2nc1N1CCCCC1 (stereo not given) | 15% | 1% | -4% | 7 | -18% | 5% | 0%
CCN(CC)c1nc2n(c(=O)n1)CCO2 | -16% | 3% | 13% | 33 | . | 3% | 11%
CCCCN(C)CCCNC(=O)CN1C(=O)COc2ccc(S(=O)(=O)N3CCC(C)CC3)cc21 | . | . | -1% | 2 | . | 5% | 2%
COc1ccc(-c2ccc(=O)n(CC(=O)NCCc3ccccc3)n2)cc1 | . | . | 4% | 4 | . | 3% | 1%
O=C1CN(C(=O)COc2c(Cl)cccc2Cl)c2ccccc2N1 | 6% | . | 9% | -24 | -19% | ? | -15%
CC(C)c1cc(CNC(=O)CCc2nnc(CCCCc3ccccc3)o2)on1 | -8% | 1% | 14% | 26 | 97%[activator] | 5% | -4%
O=C(c1ccc(Br)o1)N1CCN=C1SCc1cccnc1 | 0% | 10% | -30% | -19 | -17% | -10% | -1%
CSCCNCc1c(C(=O)N2CCOCC2)nc2c(C)cccn12 | 9% | 3% | -17%[57.1 µM] | -4 | 0% | 2% | 1%
C=CCn1c(SCC(=O)c2[nH]c(C)c(C(=O)OCC)c2C)nc2scc(-c3ccccc3)c2c1=O | -5% | 1% | -2% | -10 | -24% | 0% | -6%
CCOc1ccc(CNCCSc2nnnn2C)cc1 | . | . | 5% | -13 | . | 1% | 0%
COc1ccc(Cl)cc1NC(=O)C(=O)NCc1ccncc1 | 0% | 4% | 4% | ? | 1% | 2% | 2%
Oc1c(Br)cc(Br)cc1/C=N/Nc1ccc(Cl)nn1 | 0% | 2% | -3% | -97* | -27% | 3% | -15%
CCOc1cc(NC(=S)Nc2ccc(Cl)cc2)c(OCC)cc1NC(C)=O | 36%[activator] | 3% | 28% | 1 | -9% | 4% | 3%
C/C(=N/NC(=O)C1CCCN1C(=O)c1ccc([N+](=O)[O-])cc1)c1ccc(Br)cc1 (stereo not given) | 9% | -1% | 23% | -15 | 68%[activator] | 2% | 4%
COc1ccc(C(C(=O)NC2CCCC2)N(Cc2ccccc2)C(=O)c2nsc(Cl)c2Cl)cc1 (stereo not given) | -1% | 4% | 0% | 8 | ? | 2% | -3%
CCN(CC)c1ccc(NC(=S)NCC2CCCO2)cc1 (stereo not given) | ? | 0% | ? | 0 | -4%[2.29 µM] | -3% | -1%
CC(=O)C1=C(C)OC(N)=C(C#N)C1c1cc2cc(C)c(C)cc2nc1Cl (stereo not given) | 0% | 10% | 0% | 80 | 0.32µM* | 1% | -1%
Cc1noc(C)c1C(=O)OC(C)C(=O)N1CCc2ccccc21 (stereo not given) | 8% | . | -14% | 28 | 7% | 4% | 5%
COC(=O)c1sc(N2C(=O)C(O)=C(C(=O)c3ccc(C)o3)C2c2ccc(F)cc2)nc1C (stereo not given) | 38%[activator] | 3% | 0% | -14 | -34% | -3% | 2%
COc1ccc(OC)c(NC(=O)CCNS(=O)(=O)c2ccc3c(c2)c(=O)n(C)c(=O)n3C)c1 | 4% | -2% | -1% | -28 | 4% | 5% | 1%
Cc1ccc(-n2nc(C)c(C3(O)C(=O)N(C)c4ccccc43)c2N)cc1 (stereo not given) | -7% | -2% | -10% | -23 | -21% | -16% | 7%
CCCCNc1oc(-c2cccs2)nc1S(=O)(=O)c1ccccc1 | 0% | 2% | -8% | ? | -12% | ? | -3%

3 structures from above, sorted by length of the SMILES, smallest number first:
SMILES | AMA1 RON2 block | LmPK inhibitor | Sm TGR inh | HCMV antiviral | AmpC inh no detg | AmpC inh detg | TbPYK inhibitor
COc1ccc(Cl)cc1NC(=O)C(=O)NCc1ccncc1 | 0% | 4% | 4% | ? | 1% | 2% | 2%
C/C(=N/NC(=O)C1CCCN1C(=O)c1ccc([N+](=O)[O-])cc1)c1ccc(Br)cc1 (stereo not given) | 9% | -1% | 23% | -15 | 68%[activator] | 2% | 4%
COc1ccc(OC)c(NC(=O)CCNS(=O)(=O)c2ccc3c(c2)c(=O)n(C)c(=O)n3C)c1 | 4% | -2% | -1% | -28 | 4% | 5% | 1%

Next section
SMILES | AMA1 RON2 block | LmPK inhibitor | Sm TGR inh | HCMV antiviral | AmpC inh no detg | AmpC inh detg | TbPYK inhibitor
N/C(=N\OC(=O)Cc1ccc(-c2ccccc2)cc1)c1ccccn1 | 19% | -2% | 0% | -31 | -8% | -5% | -4%
CC(=O)c1c(C)[nH]c(C(=O)N2CCN(S(=O)(=O)c3ccc(F)c(F)c3)CC2)c1C | -16% | . | -7% | -16 | -4% | -12% | -1%
Cn1c(=O)n(C)c2cc(S(=O)(=O)NCc3ccco3)ccc21 | 1% | -5% | -4% | 10 | 0% | -15% | -4%
CC(C)CC(C)c1cc(N)nc2nc3ccccc3n12 (stereo not given) | -6% | 5% | 3% | 10 | -18% | ? | 3%
CC(=O)Nc1cccc(-c2ccnc3c2CC(C)(C(=O)Nc2ccc(Cl)cc2)O3)c1 (stereo not given) | 6% | . | . | -38 | . | . | -8%
Cc1ccc(C)c(NC(=O)Cn2c(=O)n(Cc3ccc4c(c3)OCO4)c(=O)c3oc4ccccc4c32)c1 | . | . | 4% | 3 | . | 2% | 0%
CCN(CC)c1ccc(NC(=O)COC(=O)C2CCN(c3ccc(C(F)(F)F)cn3)CC2)cc1 | ? | . | 0% | -18 | -17% | -9% | -13%
Cc1cc(C)c(NC(=O)C2CCCN(S(=O)(=O)c3c(C)noc3C)C2)c(C)c1 (stereo not given) | . | . | 4% | -16 | . | -1% | -1%
Cn1ccnc1SCC(=O)Nc1cc(Cl)ccc1Cl | . | . | 3% | 8 | . | 0% | -3%
CN(C)C(=O)Nc1cnc2ccccc2c1 | 21% | 4% | -4% | 47 | -2% | -10% | 5%
CCCCCOc1ccc(C2C(C(C)=O)=C(C)Nc3ncnn32)cc1OC (stereo not given) | -2% | 2% | 6% | -3 | -9% | -8% | 4%
Cc1ccccc1CNC(=O)C(=O)NCC1CCCN1S(=O)(=O)c1ccccc1 (stereo not given) | -1% | . | -7% | 3 | 4% | ? | -10%
COC(=O)[C@@H]1C[C@H]2CC[C@H](O)C[C@H]2N1Cc1ccc(C(F)(F)F)cc1 | -1% | 0% | -26% | -13 | 44% | -3% | -4%
O=C(Cc1ccccc1)Nc1ccc(-c2nnc(-c3ccco3)o2)cc1 | 5% | 0% | -1% | -11 | -13% | -5% | 2%
CC(C)Cn1c(N)c(C(=O)COC(=O)C2CCCN2C(=O)c2cccs2)c(=O)n(C)c1=O (stereo not given) | -5% | . | -4% | -20 | 70%[activator] | 8% | 6%
N/C(=N\OC(=O)c1cccc(F)c1)c1cccc([N+](=O)[O-])c1 | -9% | -2% | 0% | 89 | -38% | -14% | -3%
COc1ccc(NC(=O)C2CC3C=CC2C3)c([N+](=O)[O-])c1 (stereo not given) | -17% | . | . | -10 | . | . | 0%
Cc1ccc(OCc2ccc(C(=O)Nc3ccc(C(N)=O)cc3)o2)c([N+](=O)[O-])c1 | 9% | 4% | 12% | 25 | -13% | 8% | -8%
C[C@H](NS(=O)(=O)c1ccc(Cl)cc1)C(=O)OCC(=O)N1CCOCC1 | -6% | . | . | 10 | -1% | . | -3%
Cc1cc(C(=O)NC2CCCC(C)C2C)c2ccccc2n1 (stereo not given) | 6% | . | -9% | 0 | 46% | ? | -9%
Cn1cccc1Cc1nnc(SCC(=O)NCCc2ccccc2)n1C | -29% | -1% | -17% | 27 | 10% | 4% | -6%
CC(C)N(C(=O)[C@H]1C[C@H](CC(=O)NCCCN(C)C)C(=O)N2CCc3c([nH]c4cc(-c5ccco5)ccc34)[C@]12C)C(C)C | -29% | . | . | -24 | 242%[activator] | . | -3%
CCOC(=O)C1CCN(C(=O)COC(=O)c2ccc([N+](=O)[O-])o2)CC1 | 7% | . | ? | ? | -18% | 4% | 0%
Cc1ccc(C(C)C)c(OCC(=O)N/N=C/C2CCCCC2)c1 | 0% | 1% | 1% | 13 | -20% | -5% | 2%
O=C(CNCc1ccco1)Nc1ccc(Oc2ccccc2)cc1 | -6% | 1% | 5% | 19 | -2% | -1% | -9%
CCOC(=O)c1cnc2cc(Cl)c(OC)cc2c1NCC1CCCO1 (stereo not given) | -16% | 3% | 6% | -31 | 7% | -7% | 2%
CCC[n+]1c(C)sc2c3c(ccc21)CCCC3 | -25% | -1% | . | . | -16% | -12% | ?
O=C(Oc1c(Br)cc(C(=S)N2CCOCC2)cc1Br)c1ccc(Cl)cc1 | -12% | 0% | 8% | -24 | 28% | -3% | -21%
CC(=O)c1ccc(N2CCN(C(=O)CNC(=O)c3ccc(Br)o3)CC2)cc1 | -4% | . | . | 4 | . | . | 4%

Reformatted in CSV form: two of the compounds above
smiles,AMA1 RON2 block,LmPK inhibitor,Sm TGR inh,HCMV antiviral,AmpC inh no detg,AmpC inh detg,TbPYK inhibitor
C[C@H](NS(=O)(=O)c1ccc(Cl)cc1)C(=O)OCC(=O)N1CCOCC1,-6%,.,.,10,-1%,.,-3%
Cc1cc(C(=O)NC2CCCC(C)C2C)c2ccccc2n1 (stereo not given),6%,.,-9%,0,46%,?,-9%
